KDM5B inhibitor: inhibitors of human KDM5B histone demethylase; Q9UGL1; 220,000 compounds, 2.6% hits; KDM5B demethylase, FDH-coupled NADH fluorescence (FDH is formaldehyde dehydrogenase); Potency, µM (series often up to 57.7 µM), for the others: top-dose activity change, negative = inhibition, usual class: inhibitors; AID 1347165; active = well fitted inhibition curve with a large enough effect; inconclusive = small, poorly fitted or top-dose-only effect; inactive = no such curve, though single readings can be large or run the other way; also: 0% is about no effect; nearly all actives have a fitted effect of over 70% in size
Target sequence (Q9UGL1 whole entry, looked up): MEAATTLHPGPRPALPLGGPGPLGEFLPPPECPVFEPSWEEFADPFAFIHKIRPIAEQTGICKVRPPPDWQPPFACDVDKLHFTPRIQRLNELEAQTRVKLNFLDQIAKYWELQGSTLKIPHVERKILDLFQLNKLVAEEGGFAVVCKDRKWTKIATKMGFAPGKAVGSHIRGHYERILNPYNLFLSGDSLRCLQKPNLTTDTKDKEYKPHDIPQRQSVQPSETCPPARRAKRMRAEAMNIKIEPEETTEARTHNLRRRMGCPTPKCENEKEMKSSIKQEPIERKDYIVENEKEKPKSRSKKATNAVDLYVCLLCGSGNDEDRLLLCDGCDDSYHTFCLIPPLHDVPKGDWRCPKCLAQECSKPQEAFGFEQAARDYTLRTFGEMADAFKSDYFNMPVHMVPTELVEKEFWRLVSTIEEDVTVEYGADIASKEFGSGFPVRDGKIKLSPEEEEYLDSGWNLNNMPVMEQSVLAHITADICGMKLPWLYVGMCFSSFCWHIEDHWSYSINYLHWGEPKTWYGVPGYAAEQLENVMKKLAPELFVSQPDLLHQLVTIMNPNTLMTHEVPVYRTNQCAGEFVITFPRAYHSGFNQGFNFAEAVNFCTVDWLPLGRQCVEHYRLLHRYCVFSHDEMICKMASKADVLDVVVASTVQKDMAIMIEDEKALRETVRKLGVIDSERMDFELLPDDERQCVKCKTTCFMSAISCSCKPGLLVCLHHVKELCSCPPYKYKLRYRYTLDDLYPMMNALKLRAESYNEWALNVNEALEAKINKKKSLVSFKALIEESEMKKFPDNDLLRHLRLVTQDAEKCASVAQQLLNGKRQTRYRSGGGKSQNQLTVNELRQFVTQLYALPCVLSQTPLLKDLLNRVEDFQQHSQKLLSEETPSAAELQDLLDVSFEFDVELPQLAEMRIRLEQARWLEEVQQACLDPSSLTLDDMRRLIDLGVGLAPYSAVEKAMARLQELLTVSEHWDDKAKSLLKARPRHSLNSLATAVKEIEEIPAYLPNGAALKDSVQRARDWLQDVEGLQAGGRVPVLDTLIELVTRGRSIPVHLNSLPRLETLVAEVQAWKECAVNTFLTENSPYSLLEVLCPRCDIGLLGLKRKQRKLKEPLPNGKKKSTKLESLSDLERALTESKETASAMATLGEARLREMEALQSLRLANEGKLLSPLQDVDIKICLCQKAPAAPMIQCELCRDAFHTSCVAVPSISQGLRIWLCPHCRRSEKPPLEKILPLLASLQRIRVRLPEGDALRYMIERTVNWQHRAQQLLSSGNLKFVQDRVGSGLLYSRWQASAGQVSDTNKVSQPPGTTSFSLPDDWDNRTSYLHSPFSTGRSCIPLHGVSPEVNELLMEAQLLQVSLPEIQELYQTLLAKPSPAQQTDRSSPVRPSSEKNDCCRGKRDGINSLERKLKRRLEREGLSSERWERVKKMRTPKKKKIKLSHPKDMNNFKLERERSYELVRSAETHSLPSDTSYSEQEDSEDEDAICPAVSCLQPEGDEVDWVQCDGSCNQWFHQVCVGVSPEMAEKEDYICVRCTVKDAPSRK
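qHTS format, multiple compound concentrations. Buffer 50 mM HEPES pH 7.5/0.01% Tween-20; 200 nM KDM5BΔAP final; 10 min compound preincubation; substrate-mix levels 12.5 µM peptide, 25 µM α-KG, 0.25 mM NAD⁺; 30 min RT; ΔRFU.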
Starred values were filed as active, the others as inactive; ? = inconclusive; & = joins results of further samples; [ ] = dose if it differs, or a comment. Potency is read from the fitted curve at half-maximal effect. Not all compounds are listed. The share of hits here may be higher or lower than overall.

SMILES | KDM5B inhibitor
CS(=O)(=O)N1CCCC1c1noc(CCC(=O)O)n1 (configuration not stated) | 14.5%
CCNC(=O)C1CCN(S(=O)(=O)c2c(C)nn(CC(=O)N3CCc4ccccc43)c2C)CC1 | 7.0%
COc1ccc(N2CCN(C(=O)CSc3nc(-c4ccc(C(C)C)cc4)no3)CC2)cc1 | -15.4%
O=C(c1cc(-c2ccco2)nc2ccccc12)N1CCCC(C(F)(F)F)C1 (configuration not stated) | ?
Cc1ccc(OCCOc2cccc(/C=N/NC(N)=O)c2)cc1 | 10.1%
COc1ccc(CN2C=C(C(=O)OCc3nc(C4CC4)no3)C(C)=NS2(=O)=O)cc1 | -27.2%
Cc1cccc(-c2noc(-c3ccc(Br)cc3)n2)c1 | 3.7%
COC1CN(c2cccc(F)c2)C12CCN(C(=O)c1ccnn1C)CC2 (configuration not stated) | 30.6%[activator]
O=C(C1CCCCC1)N1CCC(OC2CCN(Cc3ccccc3)CC2)CC1 | -9.4%
CCC(=O)C1=C(c2ccccc2)N(C(=O)CC)n2c(nnc2-c2ccccc2)S1 | 4.3%
Cc1cccc(Cn2c(C)c(CNC3CCCCC3)c(C(=O)O)c2C)c1 | -3.9%
O=C1CCCC2=C1C(c1ccc(F)cc1)C=C1c3cc4c(cc3CCN12)OCCCO4 (configuration not stated) | ?
Nn1c(SCC(=O)NC2CCS(=O)(=O)C2)nnc1-c1cccs1 (configuration not stated) | 10.7%
CCN(CC)S(=O)(=O)c1ccc(C(=O)OCC(=O)NC2CCCC2)cc1 | 19.0%
Cc1cc(C)cc(NC(=O)CSc2nc3c(oc4ccccc43)c(=O)n2-c2ccccc2F)c1 | ?
CCC(=O)NCCc1nc2cc(NC(=O)c3ccccc3Cl)ccc2n1C | 33.2%
O=C(Nc1ccn(Cc2ccc(F)cc2Cl)n1)c1nc2ncccn2n1 | -9.9%
CCc1ccc(NC(=O)Cn2c(-c3cncs3)nc3ccccc32)cc1 | 40.1%[activator]
CCOc1ccc(S(=O)(=O)NCCc2csc3nc(-c4ccc(F)cc4)nn23)cc1 | -3.8%
Cc1cc(C)c(NC(=O)Cn2c(=O)n(CC3CCCO3)c(=O)c3ccccc32)c(C)c1 (configuration not stated) | -18.9%

Two neighbouring records already listed:
SMILES | KDM5B inhibitor
CCOc1ccc(S(=O)(=O)NCCc2csc3nc(-c4ccc(F)cc4)nn23)cc1 | -3.8%
Cc1cc(C)c(NC(=O)Cn2c(=O)n(CC3CCCO3)c(=O)c3ccccc32)c(C)c1 (configuration not stated) | -18.9%

Following part.
SMILES | KDM5B inhibitor
Cc1noc(C)c1CN1C(=O)c2ccc([N+](=O)[O-])cc2C1=O | -0.6%
O=C(c1cc(-c2ccccc2)nc2ccccc12)N1CCN(c2ncccn2)CC1 | 7.8%
O=C(CCc1nc2ccccc2s1)NCCc1cccc(F)c1 | 2.4%
CCNC(=O)NC(=O)CN1CCN(c2oc(C3CC3)nc2C#N)CC1 | 12.8%
O=c1c2nc(N3CCC(c4ccccc4)CC3)ccc2ncn1Cc1ccccn1 | ?
Cc1ccc(OCc2nc(C#N)c(N3CCCCCC3)o2)cc1 | ?
Cc1cccc(C)c1N1C(=O)CC(N2CCSCC2)C1=O (configuration not stated) | 11.4%
Cc1nc(-c2c3n(c(=O)n(CC(=O)Nc4ccc5c(c4)OCO5)c2=O)CCCCC3)no1 | -12.3%
COC(=O)CCNC(=O)C1c2ccccc2C(=O)N(CC(C)C)C12CCCCC2 (configuration not stated) | -4.6%
COC(=O)c1cccc(NC(=O)N(C)CCc2c(C)nn(C)c2C)c1 | -13.7%
COCCn1c(-c2ccc(F)cc2)nc2cccnc21 | -8.3%
Cc1ccc(OCC(=O)Nc2ccc3oc(-c4ccccc4)nc3c2)cc1C | 16.4%
O=C(OCc1ccc(C(F)(F)F)cc1)c1cc2c(cc1[N+](=O)[O-])OCCO2 | -5.5%
COc1ccc(-c2nc(SCC(=O)NC3CCCC3)c(-c3ccccc3)[nH]2)cc1OC | -21.4%&16.4%
CCCNC(=O)O[C@@H]1CC[C@]2(C)C(CC[C@@H](O)[C@H]2CC(=O)NCc2ccc(F)cc2)[C@]1(C)CO (some centres not stated) | -7.5%
O=C(NCCc1c[nH]c2ccccc12)c1ccccc1 | -2.4%
CN1C(=O)C(c2ccccc2)CC12CCN(C(=O)C1(C(N)=O)CC1)CC2 (configuration not stated) | -16.9%
COc1ccc(CN(C(=O)c2cc3ccccc3s2)C2CC2)cc1 | 14.0%
CN(CC(=O)Nc1ccc(Cl)c(Cl)c1)C(=O)c1ccccc1SCC(=O)N1CCCC1 | 15.3%
CC(C)N1C[C@H](O)C[C@H]1c1nnc2n1CCN(C(=O)C1(c3ccccc3)CC1)CC2 | ?
CCCC12CN3CC(C)(CN(C1)C3c1cn(C)c3ccccc13)C2=O (configuration not stated) | -8.1%
Cc1cc(S(=O)(=O)N2CCN(C(=O)c3ccc(-n4cccc4)cc3)CC2)ccc1Br | -4.2%
Clc1ccc(-c2nc(-c3ccccn3)no2)cc1 | 7.2%
COc1ccc(-c2noc(CN(C(=O)c3cc(OC)c(OC)c(OC)c3)C3CCCCC3)n2)cc1 | 3.4%
COc1ccccc1NC(=O)NCCN1CCNC1=O | 27.6%
COCCNc1ccc2nnc(-c3ccccn3)n2n1 | ?
CC(=O)NNC(=S)Nc1ccccc1F | 21.1%
COc1ccc(Cl)cc1NS(=O)(=O)c1c(C)[nH]c(=O)[nH]c1=O | 10.8%
COc1ccc(Nc2cc(C)nc3c(OC)cccc23)cc1 | 1.4%
Cc1cccc(NC(=O)CC(C)(C(=O)O)c2ccccc2)c1C (configuration not stated) | 26.6%
Cc1ccc2[nH]c(CSc3nnc(NC(=O)c4ccccc4F)s3)cc(=O)c2c1 | -23.8%
CCCc1cc(=O)n2c(C(=O)NCc3ccccc3)c(C(=O)Nc3cccc(C)c3C)sc2n1 | -2.3%
COc1ccc(C2CC(=O)c3c([nH]c(C(=O)OC4CCCCCC4)c3C)C2)cc1 (configuration not stated) | -10.3%
Cc1cc2c(-c3ccccc3C)nc(-c3c(C)noc3C)cc2[nH]1 | 31.6µM*
COc1ccc2cc(C(=O)N(Cc3ccc(C)o3)C3CC3)[nH]c2c1 | ?
COc1cc(OC)c(NC(=O)Cn2c(N(C)Cc3ccccc3)nc(C)cc2=O)cc1Cl | ?
COCCCNC(=O)N1CCC2(CC1)CC(N(Cc1ccc(F)cc1)C1CC1)CCO2 (configuration not stated) | -16.7%
Cc1cc(C)cc(C(=O)N2CCCN(S(C)(=O)=O)c3ccccc32)c1 | 16.0%
CC(C)Cn1cc(NC(=O)Nc2cccc(C(F)(F)F)c2)c2ccccc2c1=O | ?
COc1cccc(NC(=O)C(c2ccccc2)N2CCN(CC(=O)N3CCOCC3)CC2)c1 (configuration not stated) | -7.1%
O=C(O)c1ccc(/C=C/C(=O)c2ccccc2Cl)cc1 | -5.6%
Cc1ccccc1C(=O)N1CCC2(CC1)CCN(Cc1cccs1)c1ccccc1O2 | ?
CC(C)c1ccc(S(=O)(=O)c2nnn3c2nc(NCc2cccs2)c2sccc23)cc1 | -12.1%
O=C(CSc1nc(Cl)nc2nc[nH]c12)NCCc1c[nH]c2ccc(F)cc12 | 5.7%
Cc1c(Br)cc(C(=O)NC2CC3CCC2(C)C3(C)C)c(C)c1C (configuration not stated) | -0.6%
CNC(=O)[C@@H]1C[C@H](Oc2cccnc2)CN1C(=O)c1ccco1 | -22.1%
COc1cccc(NC(=O)C2(C)CCc3cnc(N4CCOCC4)nc32)c1 (configuration not stated) | 28.2µM*
CCc1cc(C(=O)Cc2csc(-c3ccccc3)n2)c(O)cc1O | -16.4%
COc1ccc(CC(=O)NCc2nnc(SCC(=O)c3ccc(Cl)cc3Cl)n2C)cc1 | -3.7%
COc1ccccc1CNC(=O)CCCn1c(=O)c2ccccc2n(Cc2ccc(F)cc2)c1=O | -1.1%
Cc1cccc(NC(=O)CCn2nc(C)c3c(C)n(-c4ccccc4)nc3c2=O)c1C | ?
Cn1c(=O)n(CCC(=O)N2CCCC2)c(=O)c2cc(S(=O)(=O)Nc3ccc(C#N)cc3)ccc21 | 9.4%
Cn1c(=O)c2sccc2n2c(CCC(=O)NCc3ccccc3)nnc12 | -5.3%
CC1(C)Cc2c(C#N)c(NCCN3CCOCC3)nc(-c3ccccc3)c2CO1 | 33.5%[activator]
O=C(c1ccccc1)N1C[C@@H](CO)[C@H](c2nc(-c3ccncc3)no2)C1 | 17.4%
CCN1C(=O)C2(CCN(S(=O)(=O)c3c(C)nn(C)c3C)CC2)c2ccccc21 | 19.8%
C/C(=N/Nc1ccccc1C(F)(F)F)c1cc(Cl)ccc1Cl | -7.4%
COc1ccc(C2Cn3nnc(-c4noc(-c5ccc(Cl)cc5OC)n4)c3CO2)cc1 (configuration not stated) | ?
Cc1nc(-c2ccc(Cl)cc2)n(CC(=O)N2CCN(c3ccc(F)cc3)CC2)c(=O)c1CCO | 10.4%
CS(=O)(=O)Nc1ccc(C2(C(=O)NCc3ccc(F)cc3)CCCCC2)cc1 | -13.1%

An excerpt from above in order of their number in KDM5B inhibitor, largest number first:
SMILES | KDM5B inhibitor
O=C(CSc1nc(Cl)nc2nc[nH]c12)NCCc1c[nH]c2ccc(F)cc12 | 5.7%
Cc1c(Br)cc(C(=O)NC2CC3CCC2(C)C3(C)C)c(C)c1C (configuration not stated) | -0.6%
COc1ccccc1CNC(=O)CCCn1c(=O)c2ccccc2n(Cc2ccc(F)cc2)c1=O | -1.1%

New compounds follow.
SMILES | KDM5B inhibitor
O=C(NCc1cnccn1)c1ccc(-c2ncc3cnc(C4=CCOCC4)cn23)cc1 | 35.5µM*
COc1ccc(C(=O)NC2CC2)cc1C | 9.6%
O=C(c1ccncc1)N1CCCC1c1nc(CCOCC2CCCC2)no1 (configuration not stated) | -8.9%
CC(C)c1noc(-c2cn(C3CCCN(C(=O)c4ccc(F)c(F)c4)C3)nn2)n1 (configuration not stated) | -4.7%
O=C1CCN(S(=O)(=O)c2ccccc2)CCCN(C(=O)CCc2c[nH]c3ccccc23)CCN1 | -1.0%
CCOc1ccc(OCc2ccc(C(=O)NN=Cc3ccc[nH]3)cc2)cc1 | 150.9%[activator]
CCc1nn2c(=O)cc(COC(=O)c3cccc(NC(=O)c4ccccc4Cl)c3)nc2s1 | -7.3%
CCN(c1ccccc1)c1nnc(NC(=O)Nc2ccc(Br)cc2F)s1 | 0.9%
CN(C)CCNC(=O)c1nc2nc(-c3ccccc3)c(-c3cccnc3)cc2n1C | 20µM*
COC(=O)c1ccc(COC(=O)CCC(=O)c2ccc3c(c2)OCCCO3)cc1 | 13.5%
COC(=O)COc1cccn2c(=O)c(-c3cc(C)n(-c4ccc(C)cc4C)n3)c(C)nc12 | 28.2µM*
O=C(Nc1ccc(F)cc1F)N1CCC2(CC1)SCC(=O)N2c1ccc(Cl)cc1 | 22.7%
Nc1nn(-c2ccccc2)nc1C(=O)OCc1ccccc1 | ?
COCCN1C(=O)CS(=O)(=O)C12CCN(C(=O)c1cc(F)ccc1Cl)CC2 | -10.6%
Cc1ccc(-c2cc(C(=O)N3CCCCC3)c3cc(Br)ccc3n2)o1 | ?
O=C(NCc1ccc(F)cc1)C1CN(Cc2ccccc2)C(=O)N1 (configuration not stated) | 19.6%[86.2 µM]
CC1(C)[C@H](Cc2cc(CCO)on2)C[C@@H]1N(S(C)(=O)=O)S(C)(=O)=O | 22.1%[86.2 µM]
Cc1cc(=O)[nH]c(N/N=C/c2ccc(-c3ccc([N+](=O)[O-])cc3)o2)n1 | 10.2%
Cc1ccc(-c2nnc(C3CN(C(=O)COc4cccc(C)c4)CC34CCOCC4)o2)cc1 (configuration not stated) | -18.8%
O=C(CN1CCN(c2ccccn2)CC1)Nc1cccc(S(=O)(=O)N2CCOCC2)c1 | -8.2%
Cc1cccc(OCc2nc(C#N)c(N3CCOCC3)o2)c1 | 13.1%
COc1cn(CC(=O)Nc2cccc(C)c2C)c(CN2CCCCC2)cc1=O | 6.7%
COc1ccc2c(c1)NC(c1cccnc1)=NC(c1ccc(F)cc1)=N2 | -4.5%
NCC(=O)NC1CC2(CCN(C(=O)c3ccccc3)CC2)c2ccccc21 (configuration not stated) | 10.6%[115 µM]
CC(=O)Oc1ccc(C(=O)Nc2cccc(-c3nc4cc(C)ccc4o3)c2)cc1 | 11.2%
Cc1nc(N2CCC(C(=O)NCCC3=CCCCC3)CC2)cc(C(F)(F)F)n1 | 4.3%
Cc1ccc(C)c(NC(=O)[C@H]2CCC[C@H]2NC(=O)c2cnc(C)cn2)c1 | 3.3%
Cc1cccc(C)c1-n1nnnc1C(C)(C)Nc1ccccc1 | 8.6%
CC(C)n1c(=S)[nH]c2scc(-c3cccs3)c2c1=O | -13.2%
N#Cc1ccc(CN2CC(Oc3ccc(F)cc3F)C2)cc1 | -5.7%[149 µM]
Cc1cn2nc(C(=O)N3CCC(NC(=O)c4ccccc4Cl)CC3)cc2c(=O)[nH]1 | -36.4%
COc1cc(C(=O)Nc2ccc3nn(-c4ccc(F)cc4)nc3c2)cc(OC)c1OC | 393.1%[activator]
Cc1ccc(C(C)C)c(OCC(=O)N/N=C2\CC(=O)CC(C)(C)C2)c1 | 16.2%
CCCCn1c(CCCNC(=O)c2cccc(C)c2)nc2ccccc21 | -32.8%

Part of the list above, as tab-separated lines.
mol	KDM5B inhibitor
COc1cn(CC(=O)Nc2cccc(C)c2C)c(CN2CCCCC2)cc1=O	6.7%
COc1ccc2c(c1)NC(c1cccnc1)=NC(c1ccc(F)cc1)=N2	-4.5%
NCC(=O)NC1CC2(CCN(C(=O)c3ccccc3)CC2)c2ccccc21 (configuration not stated)	10.6%[115 µM]
CC(=O)Oc1ccc(C(=O)Nc2cccc(-c3nc4cc(C)ccc4o3)c2)cc1	11.2%
Cc1nc(N2CCC(C(=O)NCCC3=CCCCC3)CC2)cc(C(F)(F)F)n1	4.3%
Cc1ccc(C)c(NC(=O)[C@H]2CCC[C@H]2NC(=O)c2cnc(C)cn2)c1	3.3%
